Source: PubChem BioAssay (Southern Research Specialized Biocontainment Screening Center)
H37Rv inhibition – M. tuberculosis growth inhibition, HTS (AID 449762) | M. tuberculosis H37Rv growth inhibition, 7H9 media; higher % means a stronger effect | inhibition, % at 25 µM; hits with a dose series show IC50 in µM | hit rate 0.59% among 330,000; in the data active means a potency from the dose series; inconclusive means inhibition above about 70% without an active follow-up result;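 further: bacterial growth assessed after seven days of incubation; strong numbers were not always called active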
Salmonella PhoP GFP – PhoP regulon inhibitors, Salmonella typhi PhoP promoter GFP reporter, confirmatory (AID 1850); Salmonella Typhi PhoP-promoter GFP reporter, fluorescence, 4 h; higher % means a stronger effect; inhibition, % at 50 µM; hits with a dose series show IC50 in µM; hit rate 0.33% among 310,000; in the data active means a potency from the dose series; inconclusive means inhibition mostly from about 25% at the one dose, without a potency; inactive means the rest, 99 in 100 with inhibition below about 19%;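 further: 0% = induced wells with vehicle and 100% = uninduced wells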
influenza NS1A – H1N1 influenza NS1A inhibitors, functional cell based assay (AID 504329); hit rate 0.3% among 340,000; inhibition, % at 12.5 µM, or IC50 in µM where a hit was titrated; NS1A functional cell-based assay, percent inhibition; higher % means a stronger effect; in the data active means a potency from the dose series; inconclusive means inhibition above about 27% without an active follow-up result; further: strong numbers were not always called active
VEEV TC-83 Vero – inhibitors of VEEV TC-83 cytopathic effect, confirmation, Vero cells (AID 588727). inhibition, % at 20 µM; hits with a dose series show IC50 in µM. hit rate 0.13% among 350,000. Vero cells, VEEV TC-83 cytopathic effect inhibition; higher % means a stronger effect; in the data active means a potency from the dose series; inconclusive means inhibition mostly from about 14% at the one dose, without a potency; inactive means the rest, 99 in 100 with inhibition below about 12%; further: strong numbers were not always called active
M. tuberculosis – growth inhibition of non-replicating M. tuberculosis (AID 488890). Mycobacterium tuberculosis non-replicating, growth inhibition; higher % means a stronger effect. one-dose inhibition, % at 25 µM; IC50 in µM for titrated hits. hit rate 0.39% among 320,000; in the data active means a potency from the dose series; inconclusive means inhibition mostly from about 82% at the one dose, without a potency; inactive means the rest, 99 in 100 with inhibition below about 76%;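 further: plate controls were DMSO cells for no effect and high antibiotic wells for full effect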
VEEV TC-83 Vero 10K pilot screen – recorded beside VEEV TC-83 Vero, whose call it bears; inhibition, %; measured here: 10K pilot screen inhibition
* hit, by the source's call.

`CCOC(=O)C1(Cc2ccccc2C(F)(F)F)CCN(C(C)CSC)CC1` (configuration not stated) gave H37Rv inhibition 3%, Salmonella PhoP GFP 4%, influenza NS1A -6%, VEEV TC-83 Vero inactive and M. tuberculosis 12%.
`CC(=O)CSc1ccc(-c2nc3ccccc3[nH]2)cn1` gave H37Rv inhibition 9%, Salmonella PhoP GFP -4%, influenza NS1A 3%, VEEV TC-83 Vero 0.5% and M. tuberculosis 20%.
For O=C(NCc1ccc(F)cc1)C1CCCN1C(=O)Nc1cccc(F)c1 (configuration not stated) the results were H37Rv inhibition 5%, Salmonella PhoP GFP -1%, influenza NS1A -2%, VEEV TC-83 Vero 1.8% and M. tuberculosis -2%.
`Cc1ccc2nc(-c3ccc(NC(=O)CN4CCN(C(=O)c5ccco5)CC4)cc3)sc2c1` gave H37Rv inhibition 0%, Salmonella PhoP GFP -8%, influenza NS1A 18%, VEEV TC-83 Vero 2.5% and M. tuberculosis 16%.
`CCOc1ccccc1NC(=O)CSc1nc(=O)n(CCCN2CCOCC2)c2c1CCCC2` gave H37Rv inhibition -5%, Salmonella PhoP GFP 2%, influenza NS1A -7%, VEEV TC-83 Vero 8.2% and M. tuberculosis -6%.
For O=C(CSc1ccccc1)Nc1nnc(-c2ccco2)o1 the results were H37Rv inhibition -13%, Salmonella PhoP GFP 6%, influenza NS1A -17%, VEEV TC-83 Vero 1.8% and M. tuberculosis -6%.
c1ccc(C2(N3CCCCC3)CCCCC2)cc1 was read as H37Rv inhibition 0%, influenza NS1A -2%, VEEV TC-83 Vero 1.3% and M. tuberculosis -8%.
Screening Cc1ccc(C)c(Sc2ccc(S(=O)(=O)Nc3ccc(C(=O)O)cc3)cc2)c1 returned H37Rv inhibition -14%, influenza NS1A -11%, VEEV TC-83 Vero 3.1% and M. tuberculosis 44%.
`Cc1cc(C)c2cc(CN(CCO)C(=O)Nc3ccc(F)cc3)c(=O)[nH]c2c1` gave H37Rv inhibition -1%, Salmonella PhoP GFP -6%, influenza NS1A -3%, VEEV TC-83 Vero 5.5% and M. tuberculosis -3%.
For CN1CCN(/N=C/c2nc(-c3ccccc3Cl)n3ccccc23)CC1 the results were H37Rv inhibition 4%, Salmonella PhoP GFP -5%, influenza NS1A 0%, VEEV TC-83 Vero inactive and M. tuberculosis 23%.
Cc1ccnc(NC(=O)c2ccc3c(c2)C(=O)N(CC2CCCO2)C3=O)c1 (configuration not stated) was read as H37Rv inhibition -4%, Salmonella PhoP GFP 8%, influenza NS1A -4%, VEEV TC-83 Vero 0.6% and M. tuberculosis 5%.
`Cc1ccc(NC2=C/C(=N/S(=O)(=O)c3cccs3)c3ccccc3C2=O)cc1C` gave H37Rv inhibition 5%, Salmonella PhoP GFP -4%, influenza NS1A -1%, VEEV TC-83 Vero 2.9% and M. tuberculosis 16%.
`COc1cccc(NC(=O)CN(C)C(=O)CSC(=S)N2CCCC2)c1` gave H37Rv inhibition -9%, Salmonella PhoP GFP 2%, influenza NS1A 3%, VEEV TC-83 Vero 3.5% and M. tuberculosis -16%.
`CCOc1ccc(Nc2c3ccccc3nc3ccccc23)cc1` gave H37Rv inhibition inconclusive, Salmonella PhoP GFP 10µM*, influenza NS1A -3%, VEEV TC-83 Vero 12% and M. tuberculosis inconclusive.
Cc1cc(C(C#N)c2ccccc2)n2ncnc2n1 (configuration not stated) was read as H37Rv inhibition -5%, Salmonella PhoP GFP 7%, influenza NS1A -5%, VEEV TC-83 Vero 0.7% and M. tuberculosis 7%.
For COc1ccc(OCC(=O)Nc2ccc(S(=O)(=O)N(C)c3ccccc3)cc2)cc1 the results were influenza NS1A -9% and VEEV TC-83 Vero 3.2%.
`Cn1nc(C(=O)Nc2ccc(S(=O)(=O)N3CCCC3)cc2)ccc1=O` gave H37Rv inhibition -9%, Salmonella PhoP GFP 4%, influenza NS1A -1%, VEEV TC-83 Vero 1.6% and M. tuberculosis 6%.
`COc1ccc(CNC(=O)COC(=O)c2sccc2C)cc1OC` gave H37Rv inhibition 3%, influenza NS1A -15%, VEEV TC-83 Vero 4.0% and M. tuberculosis -8%.
For Cc1cc(C(=O)COC(=O)c2ccc(Br)o2)c(C)n1Cc1ccco1 the results were H37Rv inhibition -2%, Salmonella PhoP GFP 13% and M. tuberculosis 69%.
O=C(CCNc1n[nH]c(=O)[nH]c1=O)N/N=C/c1ccc(C(F)(F)F)cc1 was read as H37Rv inhibition -2%, Salmonella PhoP GFP 4%, VEEV TC-83 Vero 1.6% and M. tuberculosis -4%.
For Cc1ccc(N(CC(=O)NCc2ccc(F)cc2)C(=O)c2ccco2)cc1C the results were H37Rv inhibition -2%, Salmonella PhoP GFP -2%, influenza NS1A 10%, VEEV TC-83 Vero 1.9% and M. tuberculosis 3%.
Screening CCCn1nnnc1NCc1ccc(OC)cc1OC returned H37Rv inhibition 6%, Salmonella PhoP GFP 1%, influenza NS1A 0%, VEEV TC-83 Vero 0.1% and M. tuberculosis -13%.
CCS(=O)(=O)N1CCCC(C(=O)NCC2CCCO2)C1 (configuration not stated) was read as H37Rv inhibition -3%, Salmonella PhoP GFP 7%, influenza NS1A -6%, VEEV TC-83 Vero 0.8%, M. tuberculosis 1% and VEEV TC-83 Vero 10K pilot screen 0.5.
For COc1cccc(/C=N/NC(=O)c2nnn(-c3nonc3N)c2C(C)C)c1OCc1ccc(F)cc1 the results were H37Rv inhibition 1%, Salmonella PhoP GFP 3%, influenza NS1A -6%, VEEV TC-83 Vero inactive and M. tuberculosis 28%.
For O=C(O)CCCCOn1ccnc1 the results were H37Rv inhibition 4%, Salmonella PhoP GFP -3%, influenza NS1A -5%, VEEV TC-83 Vero 0.3% and M. tuberculosis 5%.
`COc1ccccc1C1=NOC(COC(=O)c2ccc(Br)cc2)C1` (configuration not stated) gave H37Rv inhibition 66%, Salmonella PhoP GFP 1%, influenza NS1A -9%, VEEV TC-83 Vero 0.2% and M. tuberculosis 75%.
Screening Cc1ccc(CNc2ccc3c(c2)OCO3)c(C)c1 returned H37Rv inhibition inconclusive, Salmonella PhoP GFP -15% and M. tuberculosis inconclusive.
For CCOC(=O)/C(=C/C=C/c1ccccc1)NC(=O)c1ccccc1 the results were H37Rv inhibition 6%, Salmonella PhoP GFP -6%, influenza NS1A 4%, VEEV TC-83 Vero inactive and M. tuberculosis 15%.
For Cc1ccc(S(=O)(=O)NCCC(=O)NNC(=O)c2ccccc2O)cc1C the results were H37Rv inhibition -4%, Salmonella PhoP GFP -1%, influenza NS1A -11%, VEEV TC-83 Vero 3.2% and M. tuberculosis -12%.
`C=C1CCN(Cc2ccccc2)S(=O)(=O)c2ccccc21` gave H37Rv inhibition 0%, Salmonella PhoP GFP -7%, influenza NS1A 2%, VEEV TC-83 Vero 3.8% and M. tuberculosis 0%.
For CCCN1CCN(C(=O)c2ccc3nc(CC)c(CC)nc3c2)CC1 the results were H37Rv inhibition -3%, Salmonella PhoP GFP 2%, influenza NS1A -6%, VEEV TC-83 Vero 0.5% and M. tuberculosis -7%.
COC(=O)c1ccc(/C=C/c2c(-c3ccc(OC)cc3)oc3ccccc23)cc1 was read as H37Rv inhibition inconclusive, Salmonella PhoP GFP -1%, influenza NS1A 7%, VEEV TC-83 Vero 0.1% and M. tuberculosis 4%.
`Oc1cccnc1SCc1ccccc1` gave H37Rv inhibition 2%, Salmonella PhoP GFP -37%, influenza NS1A 10%, VEEV TC-83 Vero inactive and M. tuberculosis 12%.
`CCc1nc(SCC(=O)c2ccc(C)c(C)c2)n[nH]1` gave H37Rv inhibition -5%, Salmonella PhoP GFP 3%, influenza NS1A -2%, VEEV TC-83 Vero 1.6% and M. tuberculosis 3%.
For O=C1O/C(=C/c2ccccc2)N=C1c1ccccc1 the results were H37Rv inhibition 8%, Salmonella PhoP GFP -4%, influenza NS1A 13%, VEEV TC-83 Vero 0.1% and M. tuberculosis inconclusive.
CC(C)(C)NC(=O)CSc1nc2scc(-c3ccccc3)c2c(=O)[nH]1 was read as H37Rv inhibition 4%, Salmonella PhoP GFP -2%, influenza NS1A -3%, VEEV TC-83 Vero 1.4% and M. tuberculosis 12%.
Screening C/C=C/C(=O)OCC(=O)Nc1cc(-c2cc(C)c(C)cc2C)nn1-c1ccccc1 returned H37Rv inhibition 4%, Salmonella PhoP GFP -9%, influenza NS1A -10%, VEEV TC-83 Vero inactive, M. tuberculosis 1% and VEEV TC-83 Vero 10K pilot screen 1.4.
For O=C(NCc1ccccc1Cl)C1CCCN(S(=O)(=O)c2cccc3nsnc23)C1 (configuration not stated) the results were H37Rv inhibition -5%, Salmonella PhoP GFP -1%, influenza NS1A 6%, VEEV TC-83 Vero 9.8% and M. tuberculosis 17%.
Screening CC(OC(=O)c1ncc(Cl)c(Cl)c1Cl)C(=O)NC1(C#N)CCCCC1 (configuration not stated) returned H37Rv inhibition -3%, Salmonella PhoP GFP 2%, influenza NS1A -8%, VEEV TC-83 Vero 0.1% and M. tuberculosis 16%.
For CC(=O)N(CC(=O)O)c1ccccc1C(=O)O the results were H37Rv inhibition -6%, Salmonella PhoP GFP 0%, influenza NS1A -5%, VEEV TC-83 Vero 0.5% and M. tuberculosis 1%.

Reprinted at random: 5 records from the list, in no set order.
Screening CC(OC(=O)c1ncc(Cl)c(Cl)c1Cl)C(=O)NC1(C#N)CCCCC1 (configuration not stated) returned H37Rv inhibition -3%, Salmonella PhoP GFP 2%, influenza NS1A -8%, VEEV TC-83 Vero 0.1% and M. tuberculosis 16%.
Screening CCCn1nnnc1NCc1ccc(OC)cc1OC returned H37Rv inhibition 6%, Salmonella PhoP GFP 1%, influenza NS1A 0%, VEEV TC-83 Vero 0.1% and M. tuberculosis -13%.
`CCc1nc(SCC(=O)c2ccc(C)c(C)c2)n[nH]1` gave H37Rv inhibition -5%, Salmonella PhoP GFP 3%, influenza NS1A -2%, VEEV TC-83 Vero 1.6% and M. tuberculosis 3%.
For Cc1ccc(N(CC(=O)NCc2ccc(F)cc2)C(=O)c2ccco2)cc1C the results were H37Rv inhibition -2%, Salmonella PhoP GFP -2%, influenza NS1A 10%, VEEV TC-83 Vero 1.9% and M. tuberculosis 3%.
For CCCN1CCN(C(=O)c2ccc3nc(CC)c(CC)nc3c2)CC1 the results were H37Rv inhibition -3%, Salmonella PhoP GFP 2%, influenza NS1A -6%, VEEV TC-83 Vero 0.5% and M. tuberculosis -7%.

Later entries:
For Cc1c(OCC(=O)NC(Cc2ccc(Cl)cc2)C(=O)O)ccc2c3c(c(=O)oc12)CCCC3 (configuration not stated) the results were H37Rv inhibition -2%, Salmonella PhoP GFP -7%, influenza NS1A -3%, VEEV TC-83 Vero 0.4% and M. tuberculosis 8%.
Screening O=[N+]([O-])c1ccc2nc(-c3ccc(Cl)cc3)n(OCc3ccccc3)c2c1 returned H37Rv inhibition 3%, Salmonella PhoP GFP -12%, influenza NS1A 13%, VEEV TC-83 Vero 1.9% and M. tuberculosis 76%.
`Cc1oc(-c2cc3c(cc2Cl)OCO3)nc1CN1CCCC(C(=O)N2CCOCC2)C1` (configuration not stated) gave H37Rv inhibition -2%, Salmonella PhoP GFP -2%, influenza NS1A -3%, VEEV TC-83 Vero inactive and M. tuberculosis 1%.
NNC(=O)CNC(c1ccccc1)c1cc(Br)ccc1NC(=O)c1cccc(Cl)c1 (configuration not stated) was read as H37Rv inhibition -2%, Salmonella PhoP GFP -2%, influenza NS1A -4%, VEEV TC-83 Vero 0.5% and M. tuberculosis 26%.
COCCn1c(SCC(=O)Nc2ccc(C(C)=O)cc2)nc2c([nH]c3ccccc32)c1=O was read as H37Rv inhibition -6%, Salmonella PhoP GFP -1%, influenza NS1A -8%, VEEV TC-83 Vero 0.6% and M. tuberculosis -3%.
CN(C)CCN=Cc1c(O)n(Cc2ccco2)c(=O)[nH]c1=O was read as H37Rv inhibition 16%, Salmonella PhoP GFP -2%, influenza NS1A -5%, VEEV TC-83 Vero 5.0% and M. tuberculosis 4%.
Screening CC1(C)Oc2ccc3ccc(=O)oc3c2/C(=C/N)C1=O returned H37Rv inhibition 2%, Salmonella PhoP GFP -10%, influenza NS1A -1%, VEEV TC-83 Vero inactive and M. tuberculosis 8%.
Nc1[nH]nc2c1NN(c1ccc(Cl)cc1Cl)N2 was read as H37Rv inhibition inconclusive, Salmonella PhoP GFP -2%, influenza NS1A -12%, VEEV TC-83 Vero 0.1% and M. tuberculosis 58%.
